STEP block – STEP (human) phosphatase inhibition; P54829; recombinant STEP, OMFP fluorogenic substrate, fluorescence; inhibition, % at 20 µM; hit rate 0.25% among 360,000; AID 588621;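 active means inhibition at 20 µM, scaled per plate between control wells, above about 37%, limit read from the data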;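 further: 0% = DMSO with enzyme and substrate and 100% = substrate only without enzyme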
Target sequence (P54829 whole entry, looked up): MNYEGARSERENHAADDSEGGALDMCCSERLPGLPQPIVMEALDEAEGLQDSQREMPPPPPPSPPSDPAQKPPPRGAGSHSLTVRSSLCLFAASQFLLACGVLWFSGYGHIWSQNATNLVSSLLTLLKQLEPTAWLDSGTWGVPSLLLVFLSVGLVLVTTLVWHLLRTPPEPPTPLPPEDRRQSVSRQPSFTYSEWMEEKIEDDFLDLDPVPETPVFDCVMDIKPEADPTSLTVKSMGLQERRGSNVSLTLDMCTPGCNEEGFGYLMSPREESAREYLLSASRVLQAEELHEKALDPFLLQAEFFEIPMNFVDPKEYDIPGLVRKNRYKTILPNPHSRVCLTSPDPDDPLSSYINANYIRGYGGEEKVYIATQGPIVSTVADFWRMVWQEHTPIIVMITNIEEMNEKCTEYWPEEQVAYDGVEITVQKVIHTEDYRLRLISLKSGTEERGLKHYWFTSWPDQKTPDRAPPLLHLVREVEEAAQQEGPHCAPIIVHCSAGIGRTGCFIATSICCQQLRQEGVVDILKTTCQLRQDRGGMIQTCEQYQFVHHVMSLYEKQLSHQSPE
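Also added – OMFP at 25 µM · Test system – STEP tyrosine phosphatase · Technique – FITC-channel fluorescence of OMFP product · Schedule – 20 min at room temperature, dark · Evaluation – control-normalized % inhibition with plate pattern correction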
Scp-1 inhibitor – Scp-1 (human) phosphatase inhibition; AID 493091; inhibition, % at 20 µM; hit rate 0.88% among 340,000; Q9GZU7; Recombinant Scp1, phosphopeptide, malachite green phosphate absorbance;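 active means inhibition above about 50% at 20 µM, limit read from the data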;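 further: plate controls were DMSO wells with enzyme for no effect and wells lacking enzyme for full effect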
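System: truncated SCP-1 phosphatase (76-261aa); medium: Tris acetate buffer pH 5.5 with MgCl2 and Tween-20; incubation: 45 min room-temperature reaction, 5 min colour, 30 min stabiliser; compound: single 20 µM dose, 1% DMSO; reagent: Phosphorylated 17-residue peptide substrate; read-out: % inhibition at 20 µM; technique: colorimetric free-phosphate detection, absorbance 630 nm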
LMPTP inh – LMPTP (human) inhibition; inhibition, % at 20 µM; hit rate 0.22% among 360,000; recombinant LMPTP-A, OMFP fluorogenic substrate, fluorescence intensity; AID 651560;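 active means compounds that cut the enzyme signal by at least half of the control window in the single-dose screen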;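 further: plate controls were DMSO wells with enzyme plus substrate for no effect and substrate without enzyme for full effect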
Target sequence (P24666 whole entry, looked up): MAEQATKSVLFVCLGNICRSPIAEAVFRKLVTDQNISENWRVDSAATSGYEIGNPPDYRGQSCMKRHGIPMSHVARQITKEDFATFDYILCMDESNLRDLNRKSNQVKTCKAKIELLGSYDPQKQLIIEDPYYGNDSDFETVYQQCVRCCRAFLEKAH
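Test system: LMPTP-A, protein tyrosine phosphatase of low molecular weight; Input: 0.625 nM enzyme; Incubation: 50 min dark incubation at room temperature; Signal: endpoint fluorescence intensity from OMFP dephosphorylation; Read-out basis: % inhibition versus control wells.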
NadD block – inhibitors of Staphylococcus aureus NadD; purified NadD enzyme, colorimetric absorbance read-out; inhibition, % at 20 µM; hit rate 0.78% among 360,000; AID 602399; in the data active means inhibition above about 26%; further: some compounds past the cut are filed as inactive
MT1-MMP act inh – MT1-MMP (human) activation inhibition | HT1080 RFP-PRO-GFP cells, GFP/RFP ratio fluorescence, overnight; percent of plate control window, DMSO zero | GFP/RFP ratio change, % at 20 µM | hit rate 0.061% among 360,000 | P50281;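 active means GFP/RFP ratio change of at least 30% with cell ATP level not reduced by more than half and red fluorescence within 50% of control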; further: strong numbers were not always called active
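Assay system: HT1080 cells carrying an RFP-PRO-GFP reporter | Dosing: Single dose of 20 µM compound, 1% DMSO final | Incubation: Cells overnight before dosing, compound overnight, 37 °C, 5% CO2 | Evaluation: GFP/RFP fluorescence ratio | Control set: DMSO and RFP-L50D-GFP cell wells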
DNMT1 block – DNMT1 (human) enzyme inhibition; P26358; DNMT1 molecular beacon, Hinp1I cleavage, fluorescence; inhibition (reported as % activation of signal), % at 10 µM; hit rate 0.83% among 360,000; AID 588458; in the data active means inhibition above about 50%
CendR NRP1 mod – modulators of CendR peptide binding to human neuropilin-1 | FAM-RPARPAR peptide binding to NRP-1, fluorescence polarization | AID 602438 | hit rate 0.85% among 360,000 | inhibition, % at 25 µM | O14786;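 active means inhibition or corrected inhibition above about 18%, plus a signal ratio from 0.5 to 1.5, limit read from the data, passing the limit was not always enough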; further: strong numbers were not always called active
SUMO1-SIM PPI – modulators of human SUMO1-mediated protein-protein interactions | P63165 | SUMO1 binding to a labelled peptide, TR-FRET, 1 h | inhibition, % at 20 µM | hit rate 0.33% among 360,000; in the data active means inhibition above about 37%
SKN-1 block – inhibitors of C. elegans SKN-1; C. elegans VP596 Pgst-4::GFP/RFP ratio, acrylamide-induced, 24 h; inhibition, % at 21.8 µM; AID 624304; hit rate 0.49% among 360,000;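 active means interference check ratio from 0.5 to 1.5 plus GFP to RFP signal ratio inhibition reaching or exceeding a fixed threshold, cut at about 30% in these data, passing the limit was not always enough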; further: some compounds called inactive have numbers as strong as hits
Rpn11 block – Rpn11 (human) deubiquitinase inhibition; calls only at 20 µM; hit rate 0.59% among 360,000; AID 588493; human 26S proteasome, Ub4-pepOG fluorescence polarization; 20S core pre-blocked with epoxomicin; O00487;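 active means inhibition at 20 µM, scaled to each plate's controls, above about 33%, limit read from the data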
Target sequence (O00487 whole entry, looked up): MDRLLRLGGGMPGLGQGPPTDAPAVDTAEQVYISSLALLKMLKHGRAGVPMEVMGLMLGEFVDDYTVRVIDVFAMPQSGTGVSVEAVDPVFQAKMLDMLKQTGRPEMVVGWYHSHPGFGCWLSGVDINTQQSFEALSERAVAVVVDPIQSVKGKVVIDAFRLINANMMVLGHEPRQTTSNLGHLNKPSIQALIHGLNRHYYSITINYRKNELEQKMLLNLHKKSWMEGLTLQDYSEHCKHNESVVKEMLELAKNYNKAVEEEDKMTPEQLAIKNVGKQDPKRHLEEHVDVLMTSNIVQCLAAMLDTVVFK
Active calls of the source: *; i = inactive; / = no result given. Hits appear at their usual frequency (roughly 3.9% active in at least one column).

SMILES | STEP block | Scp-1 inhibitor | LMPTP inh | NadD block | MT1-MMP act inh | DNMT1 block | CendR NRP1 mod | SUMO1-SIM PPI | SKN-1 block | Rpn11 block
O=C(O)COCC(=O)Nc1ccc2c(c1)oc1ccccc12 | -2 | -7 | -1.6 | -10 | -2 | 4 | 0 | 0 | 9 | i
O=C(CCN1CCN(C/C=C/c2ccccc2)CC1)Nc1ccccc1Cl | -1 | 0 | -2.1 | -3 | 0 | 1 | -5 | 4 | 2 | i
O=C(COC(=O)c1ccc(S(=O)(=O)NCc2ccco2)cc1)NCc1ccccc1 | 5 | 25 | 2.7 | -10 | 0 | 19 | -3 | 5 | -2 | i
CCCC(=O)NCCc1cc2c(C)ccc(C)c2[nH]c1=O | 0 | -7 | -0.9 | 2 | -2 | 3 | 5 | -4 | -1 | i
COc1ccc(CCNCC(=O)N2C(C)CCCC2C)cc1OC (stereo not given) | 0 | -3 | -1.0 | -3 | -3 | 2 | -8 | 1 | -4 | i
CC(=O)Nc1ccc(Nc2cc(C)c3ccccc3n2)cc1 | 0 | -4 | 4.8 | 0 | -1 | 0 | 6 | 8 | 8 | i
CCS(=O)(=O)N1Cc2ccccc2CC1C(=O)N(C)CC(=O)Nc1cccc(F)c1 (stereo not given) | -2 | -10 | -11 | 1 | 1 | -5 | -2 | -26 | 6 | i
COCCn1cnc2c1c(=O)n(CC(=O)NC(=O)NC(C)(C)C)c(=O)n2Cc1ccccc1 | -2 | -8 | -0.7 | 0 | -1 | 1 | -6 | 6 | 20 | i
COC(=O)C(C)Sc1ccc2nnc(-c3cccc(F)c3)n2n1 (stereo not given) | 3 | 10 | -0.9 | -1 | 3 | 2 | -6 | -11 | 10 | i
CC1(c2ccccc2)NC(=O)N(CC(=O)NCCC2=CCCCC2)C1=O (stereo not given) | -6 | -5 | -1.5 | 11 | 3 | 2 | 2 | -1 | -15 | i
COC(=O)c1ccc(C(=O)NC(=S)Nc2nc3c(s2)CCCC3)cc1 | -1 | -2 | 4.3 | 5 | 2 | 0 | -9 | 1 | 4 | i
O=[N+]([O-])c1cccnc1Oc1ccc(OCc2ccccc2)cc1 | 1 | -19 | 1.8 | -4 | 3 | -1 | -1 | -22 | 0 | i
O=C1CCN(CC2CCCCC2)C=C1C(=O)c1ccccc1 | 0 | 0 | 1.2 | -1 | 4 | 1 | -11 | 2 | 3 | i
O=C(Nc1ccc(F)cc1)c1ccc(=O)[nH]n1 | -1 | -2 | -0.2 | -2 | 2 | 1 | 11 | 0 | -5 | i
c1ccc(-c2cnn3nnnc3n2)cc1 | 0 | -8 | -0.6 | -5 | -8 | 1 | -3 | -15 | 6 | i
C[C@H]1CN([C@@H](C)CO)C(=O)CCCn2cc(nn2)CO[C@@H]1CN(C)C(=O)C1CCCCC1 | -1 | / | -1.5 | -3 | -3 | -3 | 14 | 1 | -1 | i
CCOC(=O)N1CCN(S(=O)(=O)c2ccc(C(=O)N(CCCN(C)C)c3nc4ccc(Cl)cc4s3)cc2)CC1 | 0 | 4 | -0.3 | -6 | 2 | -1 | 20 | -2 | -15 | i
Cc1cc(C(=O)NC2CCC(C)CC2)c(C)o1 (stereo not given) | -2 | -2 | -0.2 | -2 | -1 | 1 | 8 | 5 | 27 | i
Cc1ccc2cc(CN(CCN3CCOCC3)Cc3nnnn3Cc3ccco3)c(=O)[nH]c2c1C | 0 | 1 | 3.7 | 7 | -8 | -2 | -28 | 3 | 22 | i
Cc1cccn2c(=O)c3cc(C(=O)N4CCCC(C)C4)sc3nc12 (stereo not given) | 1 | -6 | -0.2 | 1 | -1 | -1 | -5 | -32 | 19 | i
Cc1ccc(NC(=O)CN2C(=O)N/C(=C/c3ccc(C)s3)C2=O)cc1 | -8 | -7 | -1.8 | 17 | -29 | 33 | -184 | -1 | 15 | /
CC1=C(CC(=O)O)c2cc(F)ccc2C1=Cc1ccc(S(C)(=O)=O)cc1 | -4 | 9 | -0.8 | -2 | 0 | -3 | -12 | -17 | -11 | i
COc1cccc(N2[C@@H](CC(=O)O)c3ccccc3S2(=O)=O)c1 | -1 | -3 | -1.4 | -5 | 2 | 1 | -3 | -2 | -5 | i
CCOc1ccccc1N1CC(C(=O)Nc2ccc(S(=O)(=O)N3CCCCC3)cc2)CC1=O (stereo not given) | -2 | 1 | -1.3 | 3 | 1 | -3 | 1 | 1 | 10 | i
CCC(=O)c1c[nH]c(C(=O)NCCCN2CCOCC2)c1 | -4 | -4 | -5.3 | 0 | 3 | -2 | 2 | 2 | 10 | i
Cc1ccc2cc(NC(=O)Cc3ccccc3)ccc2n1 | 0 | -7 | -1.6 | -1 | 1 | -1 | -70 | -3 | 18 | i
C1CC1Cc1noc(CN2CCN(C3C4CC5CC(C4)CC3C5)CC2)n1 (stereo not given) | -1 | -4 | -2.2 | 6 | 3 | 0 | 6 | 0 | -4 | i
O=C1CSC(c2ccccc2[N+](=O)[O-])N1c1cccc(F)c1 (stereo not given) | 6 | -3 | -0.5 | 0 | 0 | -1 | -4 | -9 | -2 | i
COc1ccccc1C(=O)NNC(=O)CCCN1C(=O)/C(=C/c2cccs2)SC1=S | -2 | -7 | -0.2 | 10 | -17 | 9 | -88 | -6 | 14 | /
COc1ccc(NC(=O)Cn2c3ccccc3c3nc4n(c(=O)c32)CCS4)cc1OC | 1 | -2 | 0.9 | 0 | -3 | -1 | 3 | -4 | 30 | i

The list goes on (5 carried over from the part before).
SMILES | STEP block | Scp-1 inhibitor | LMPTP inh | NadD block | MT1-MMP act inh | DNMT1 block | CendR NRP1 mod | SUMO1-SIM PPI | SKN-1 block | Rpn11 block
Cc1ccc2cc(NC(=O)Cc3ccccc3)ccc2n1 | 0 | -7 | -1.6 | -1 | 1 | -1 | -70 | -3 | 18 | i
C1CC1Cc1noc(CN2CCN(C3C4CC5CC(C4)CC3C5)CC2)n1 (stereo not given) | -1 | -4 | -2.2 | 6 | 3 | 0 | 6 | 0 | -4 | i
O=C1CSC(c2ccccc2[N+](=O)[O-])N1c1cccc(F)c1 (stereo not given) | 6 | -3 | -0.5 | 0 | 0 | -1 | -4 | -9 | -2 | i
COc1ccccc1C(=O)NNC(=O)CCCN1C(=O)/C(=C/c2cccs2)SC1=S | -2 | -7 | -0.2 | 10 | -17 | 9 | -88 | -6 | 14 | /
COc1ccc(NC(=O)Cn2c3ccccc3c3nc4n(c(=O)c32)CCS4)cc1OC | 1 | -2 | 0.9 | 0 | -3 | -1 | 3 | -4 | 30 | i
COc1ccc(CCC(=O)NC(C)C)cc1 | 0 | -5 | -2.2 | 2 | 1 | 0 | 6 | 0 | 3 | i
Cc1ccc(C)c(NC(=O)CN(C)C(=O)CN2C(=O)C3CCCCC3C2=O)c1 (stereo not given) | -2 | -4 | -1.8 | -1 | 0 | 5 | -4 | 1 | 11 | i
NC(=O)c1sc2nnc(-c3ccccc3)c(-c3ccccc3)c2c1N | -1 | 0 | 1.0 | 4 | -36 | -5 | 15 | -22 | -2 | i
NC(=O)C1CCN(c2nc(-c3ccc(Br)cc3)cs2)CC1 | -1 | -1 | 0.4 | 0 | -1 | -8 | 3 | -10 | 6 | i
CC(C)(C)n1nnnc1C(c1cccs1)N(Cc1cccnc1)Cc1ccccc1Cl (stereo not given) | 2 | 1 | -0.9 | -6 | 1 | 0 | 18 | -1 | 5 | i
Cc1ccc(C)c(-n2c(N)c(C(N)=O)sc2=S)c1 | -3 | -7 | -0.8 | 0 | -2 | 1 | 7 | -15 | -17 | i
O=C(O)c1cc(N2C(=O)C3C4C=CC(C4)C3C2=O)ccc1N1CCOCC1 (stereo not given) | -3 | -2 | -1.4 | -3 | 1 | -1 | -12 | 2 | -4 | i
CC(=O)Nc1cccc(C(=O)NC(C)c2ccc(S(N)(=O)=O)cc2)c1 (stereo not given) | -4 | 3 | -2.7 | 2 | 3 | 1 | -10 | -7 | 5 | i
Cc1nc2ccccn2c1C(=O)N/N=C/c1ccccc1 | 0 | 5 | 0.6 | -2 | 4 | 0 | 5 | -3 | -11 | i
CCn1cc(CNC(=O)C2C3CCC(C3)C2C(=O)O)cn1 (stereo not given) | -2 | 6 | -0.7 | 3 | 2 | 1 | 4 | 0 | 10 | i
O=C(NCc1ccc(Cl)cc1)C1CCCN(C(=O)c2ccc(Cl)cc2)C1 (stereo not given) | 0 | -5 | -0.4 | -6 | -1 | -1 | -4 | -4 | -4 | i
COc1ccc(C)cc1-n1c(C)cc(C=O)c1C | 2 | -2 | 0.0 | -3 | 0 | -1 | 6 | 1 | 3 | i
CCOC(=O)c1c(S(=O)(=O)NCC(=O)Nc2ccccc2OC)c(C)n(C)c1C | 1 | -5 | -0.8 | -5 | -4 | -1 | 6 | 0 | -9 | i
CN(Cc1ccccc1)C(=O)c1ccc(Nc2nc(C(N)Cc3ccc(C(F)(F)F)cc3)cs2)nc1 (stereo not given) | 4 | / | 2.1 | 22 | -9 | -30 | -13 | -179 | -6 | i
Cc1ccc(C)c(NC(=O)C2C(c3ccccc3)C2(Cl)Cl)c1 (stereo not given) | 0 | -4 | 2.9 | -8 | -3 | 4 | 4 | -1 | 1 | i
CC(Cc1cccs1)NC(=O)c1cccs1 (stereo not given) | -1 | -6 | -0.6 | 1 | -1 | 4 | -9 | 2 | 2 | i
Cc1nc(SCCC(=O)O)c2ccccc2n1 | -2 | 3 | 1.3 | 3 | -3 | 1 | 8 | -9 | -1 | i
Cc1ccc(O)c(NC(=O)c2ccc3c(c2)C(=O)N(Cc2cccnc2)C3=O)c1 | 0 | 5 | 1.1 | -3 | -8 | 0 | -15 | -10 | -3 | i
O=C(CO/N=C/c1ccccc1OC(F)F)NC1CCCCC1 | 0 | -2 | -0.2 | -4 | 2 | -3 | 4 | -2 | 0 | i
CC1CN(c2nc3ccccc3cc2-c2ccccc2)CC(C)O1 (stereo not given) | 0 | -4 | 3.1 | 3 | -2 | 4 | -2 | 4 | 11 | i
Cc1ncc([N+](=O)[O-])n1CC(=O)N/N=C/c1ccccc1F | -2 | -1 | -0.8 | -10 | -2 | -2 | 2 | -9 | 1 | i
O=C(CN1C(=O)NC2(CCCCC2)C1=O)Oc1ccc2c(C(F)(F)F)cc(=O)oc2c1 | -2 | -6 | 0.2 | -3 | -9 | 3 | 22 | -21 | -6 | i
CCn1c(Cc2ccccc2)nnc1SCC(=O)Nc1nc2ccccc2s1 | -4 | -10 | -0.4 | 0 | 6 | 4 | 2 | 2 | -13 | i
COc1ccc(CN2C(=NC(=O)c3ccccc3)SC3CS(=O)(=O)CC32)cc1 (stereo not given) | -4 | 0 | 0.4 | -9 | 0 | 4 | 5 | 3 | -12 | i
